Ins promoter up = MIN6 insulin promoter up-regulation; actives 0.3% (n = 190,000); AID 1625; z-score at 5 µM; MIN6 insulin promoter-GFP reporter, high-content imaging; stronger effect = higher value;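 active = z-score above 3 at 5 µM with at least 500 cells counted in the well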
P. falciparum M1AAP = P. falciparum M1AAP inhibitors, biochemical, fluorogenic H-Leu-NHMec substrate, 1536-well (AID 1445); recombinant M1AAP, H-Leu-NHMec fluorogenic kinetic assay; higher % means a stronger effect; inhibition, % at 30 µM; hits with a dose series show IC50 in µM; actives 0.42% (n = 220,000);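 active = primary inhibition above the hit cutoff, then over 50% inhibition at one or more dose response concentrations, cut at about 23% in these data, passing the limit was not always enough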;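 note: plate controls were DMSO full reaction for no effect and no enzyme background for full effect; strong numbers were not always called active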
Dynein transport = blocks dynein driven cargo transport along microtubules | AID 1381 | actives 0.47% (n = 220,000) | 3617.4 mouse cells, GR-EGFP nuclear translocation imaging; test concentration mostly 20 µM; stimulated with dexamethasone, 1 µM; stronger effect = lower value | z-score, hits read low;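 active = plate z-score of nuclear minus cytoplasmic receptor signal below a set negative limit, without overly bright fluorescence or cell loss, cut at about -3.5 in these data, passing the limit was not always enough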;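 note: z-score of nuclear minus cytoplasmic ring GR-EGFP intensity difference per well; some compounds called inactive have numbers as strong as hits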
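Buffer or medium: Induction medium lacking tetracycline, stripped serum | Also added: Dexamethasone agonist, 1.0 µM final, for 30 min | Timing: 48 h induction, 1 h compound, 30 min dex at 37 °C | Detection: Formaldehyde fixation, Hoechst nuclear stain, 10x automated fluorescence imaging | Measure: Nuclear versus cytoplasmic GR-EGFP signal, averaged per well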
M17LAP inhibition = P. falciparum M17LAP inhibitors, primary screen, biochemical, fluorogenic H-Leu-NHMec substrate, 1536-well (AID 1619). inhibition, % at 30 µM, or IC50 in µM where a hit was titrated. recombinant M17LAP, H-Leu-NHMec fluorogenic kinetic assay; higher % means a stronger effect. actives 0.38% (n = 220,000);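 active = compound inhibiting the enzyme by more than half at any dose during confirmatory dose-response retesting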;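 note: plate controls were full reaction with DMSO carrier for no effect and no enzyme background for full effect; strong numbers were not always called active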
MT stabilizer = stabilizes microtubules in HeLa cells. AID 2205. actives 0.83% (n = 200,000). % tubulin-high responders, % at 10 µM. HeLa tubulin immunostaining HCS, 24 h; share of cells brighter than vehicle mean+2SD;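 active = plate Z-score above 3 for both tubulin-high and condensed-nucleus cell shares, with cell loss under 80%, at 10 µM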;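 note: anti alpha tubulin signal scored within the nucleus-defined area of each cell; some results filed as inactive read as strong as hits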
Autophagy HCS = alters autophagy in cells; actives 0.98% (n = 190,000); calls only at 10 µM (by protocol); MEF GFP-LC3 puncta imaging; test concentration mostly 10 µM;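 active = percentage of spot-positive cells more than 3 SD above its plate mean, without a fluorescence outlier flag or 80% toxicity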;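 note: spot-positive cell cutoff set from DMSO-treated cells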
K1F lysis inhibition = protection from phage-mediated lysis, alamar blue read-out – E. coli UTI89, K1F phage, bacterial capsule biogenesis inhibitors (AID 488966); E. coli UTI89 K1F phage lysis, alamar blue, 2 h; higher % means a stronger effect; inhibition, % at 100 µM; hits with a dose series show IC50 in µM; actives 0.02% (n = 340,000);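 active = phage lysis inhibition, versus mean bacterial control, above a set limit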;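 note: capsule biogenesis inhibitors block K1F phage lysis so surviving cells raise fluorescence; higher fluorescence means more inhibition of phage lysis; actives were called in the ten point dose series up to 300 µM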
ER stress rescue = protection against thapsigargin-triggered cell killing – 384-well, CSM14.1, ATP luminescence, primary screen (AID 1222). CSM14.1 thapsigargin-induced death rescue, ATP luminescence; higher % means a stronger effect. one-dose cellular ATP content (survival), % at 20 µM; EC50 in µM for titrated hits. 190,000 tested, under 10 active;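 active = EC50 below 50 µM in the dose-response confirmation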;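 note: death triggered by thapsigargin at about 15 µM added after 2 h compound pretreatment; cell ATP read after overnight thapsigargin exposure of roughly 18 to 22 hours; normalized against plate controls of thapsigargin alone and 5% DMSO vehicle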
b-catenin transl = alters nuclear translocation of beta-catenin in HeLa cells; actives 0.3% (n = 190,000); immunofluorescence imaging; nuclear translocation activity, % at 5 µM; AID 1665;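 active = nuclear translocation activity above 50% at 5 µM, with a well cell count of 50 or more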;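 note: per-cell ratio of nuclear to cytoplasmic median beta-catenin stain intensity; plate controls were DMSO negative control for no effect and GSK-3 inhibitor IX positive control for full effect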
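test system = HeLa cells, endogenous beta-catenin | dosing = single 5 µM dose plus 0.02–20 µM confirmation series | times = compound treatment 24 h, 37°C, 5% CO2 | technique = beta-catenin immunofluorescence imaging with DAPI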
Dynein transport cytoplasmic EGFP = second read-out of Dynein transport, no call of its own (marks repeat the call); z-score; measured here: cytoplasmic GR-EGFP intensity; stronger effect = higher value
Dynein transport nuclear GR-EGFP = second read-out of Dynein transport, no call of its own (marks repeat the call); z-score; measured here: nuclear GR-EGFP intensity;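 lower value marks the stronger effect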
Dynein transport cell count = second read-out of Dynein transport, no call of its own (marks repeat the call); z-score; measured here: cell count per field
Ins promoter up cell count = further read-out of Ins promoter up, marked with its call; cell count; measured here: cytotoxicity, nuclei count;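 total cells summed across four imaged fields per well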
b-catenin transl cell count 5 µM = also measured in b-catenin transl; calls as there; cell count; measured here: cell count, cytotoxicity flag
MT stabilizer Hoechst-high % = recorded beside MT stabilizer, whose call it bears; % Hoechst-high responders; measured here: nuclear condensation Hoechst responders;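 share of cells brighter than vehicle mean plus two SD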
MT stabilizer cytotoxicity % = also measured in MT stabilizer; calls as there; toxicity, %; measured here: cytotoxicity by cell density;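 0% = mean cell density of plate MIN control wells and 100% = no cells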
Autophagy HCS cell loss 18 h = second read-out of Autophagy HCS, no call of its own (marks repeat the call); toxicity, %; measured here: cell loss, nuclei count;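 cell loss after 18 h compound exposure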
Numbers without * were called inactive.

COCCNC(=S)NC1CC2CCCC(C1)N2Cc1cccs1 (stereo unspecified) was read as P. falciparum M1AAP 6%, Dynein transport 1.5, M17LAP inhibition -9%, MT stabilizer 2.3, Autophagy HCS inactive, K1F lysis inhibition 4.0%, ER stress rescue 0.5%, Dynein transport cytoplasmic EGFP -0.23, Dynein transport nuclear GR-EGFP 0.95, Dynein transport cell count 0.4, MT stabilizer Hoechst-high % 1.8, MT stabilizer cytotoxicity % 1.7 and Autophagy HCS cell loss 18 h 18.
Cn1c(=O)c2cc(S(=O)(=O)NCCC(=O)NCc3ccccc3Cl)ccc2n(C)c1=O was read as Ins promoter up 0.31, P. falciparum M1AAP 1%, Dynein transport 0.65, M17LAP inhibition -4%, MT stabilizer 5.2, Autophagy HCS inactive, K1F lysis inhibition 1.4%, ER stress rescue 0.8%, b-catenin transl 0.5, Dynein transport cytoplasmic EGFP -0.33, Dynein transport nuclear GR-EGFP 0.15, Dynein transport cell count 0.14, Ins promoter up cell count 1450, b-catenin transl cell count 5 µM 1435, MT stabilizer Hoechst-high % 3.0, MT stabilizer cytotoxicity % 7.3 and Autophagy HCS cell loss 18 h -11.
For [O-]/C(=C(\C(=S)Nc1cccc2ccccc12)[n+]1ccccc1)c1ccc(OC(F)F)cc1 the results were Ins promoter up -0.06, P. falciparum M1AAP 4%, Dynein transport -0.22, M17LAP inhibition -4%, MT stabilizer 2.2, Autophagy HCS inactive, K1F lysis inhibition 0.0%, b-catenin transl -0.4, Dynein transport cytoplasmic EGFP -0.26, Dynein transport nuclear GR-EGFP 0.15, Dynein transport cell count -0.34, Ins promoter up cell count 1381, b-catenin transl cell count 5 µM 1098, MT stabilizer Hoechst-high % 3.1, MT stabilizer cytotoxicity % 10 and Autophagy HCS cell loss 18 h -1.
Screening CN(N)C(=S)NCc1ccccc1 returned Ins promoter up 0.76, P. falciparum M1AAP -4%, Dynein transport -0.51, M17LAP inhibition 6%, MT stabilizer 3.3, Autophagy HCS inactive, K1F lysis inhibition -0.4%, ER stress rescue 1.3%, b-catenin transl -1.3, Dynein transport cytoplasmic EGFP -0.19, Dynein transport nuclear GR-EGFP -0.05, Dynein transport cell count 0.85, Ins promoter up cell count 1653, b-catenin transl cell count 5 µM 1487, MT stabilizer Hoechst-high % 1.7, MT stabilizer cytotoxicity % 8.7 and Autophagy HCS cell loss 18 h -1.
Screening CCN(CC)CCCNC(=O)/C=C/C(=O)O returned Ins promoter up 0.25, P. falciparum M1AAP 5%, Dynein transport -1, M17LAP inhibition -6%, K1F lysis inhibition -0.1%, b-catenin transl -1.2, Dynein transport cytoplasmic EGFP 0.37, Dynein transport nuclear GR-EGFP -0.43, Dynein transport cell count 0.43, Ins promoter up cell count 1413 and b-catenin transl cell count 5 µM 1213.
For CCN(Cc1ccccc1)C(=O)COC(=O)c1cc(S(=O)(=O)Nc2c(C)n(C)n(-c3ccccc3)c2=O)ccc1C the results were Ins promoter up -0.84, P. falciparum M1AAP 12%, Dynein transport -0.51, M17LAP inhibition 5%, MT stabilizer 5.9, Autophagy HCS inactive, K1F lysis inhibition -0.1%, ER stress rescue 0.4%, b-catenin transl -2.8, Dynein transport cytoplasmic EGFP -0.31, Dynein transport nuclear GR-EGFP 0.48, Dynein transport cell count -0.45, Ins promoter up cell count 1214, b-catenin transl cell count 5 µM 1063, MT stabilizer Hoechst-high % 3.0, MT stabilizer cytotoxicity % 9.2 and Autophagy HCS cell loss 18 h 14.
Cc1ccc(C)c(OCC(=O)Nc2ccc3c(c2)OCO3)c1C was read as P. falciparum M1AAP 1%, Dynein transport 0.34, M17LAP inhibition -1%, MT stabilizer 23*, Autophagy HCS inactive, K1F lysis inhibition 0.7%, ER stress rescue -2.6%, Dynein transport cytoplasmic EGFP -0.14, Dynein transport nuclear GR-EGFP 0.59, Dynein transport cell count 0.51, MT stabilizer Hoechst-high % 14*, MT stabilizer cytotoxicity % 25* and Autophagy HCS cell loss 18 h 29.
Cc1ccc(S(=O)(=O)N2CCC(C(=O)N[C@@H](C)C(=O)NCCc3ccccc3)CC2)cc1 was read as Ins promoter up -0.75, P. falciparum M1AAP -3%, M17LAP inhibition -18%, K1F lysis inhibition 0.6%, ER stress rescue 0.7%, b-catenin transl -2.6, Ins promoter up cell count 1068 and b-catenin transl cell count 5 µM 794.
`O=C1c2ccccc2C(=O)N1CC1c2ccccc2CCN1C(=O)C1CCCCC1` (stereo unspecified) gave Ins promoter up 0.6, P. falciparum M1AAP 10%, Dynein transport 0.59, M17LAP inhibition 5%, MT stabilizer 1.1, Autophagy HCS inactive, K1F lysis inhibition 4.5%, ER stress rescue 0.3%, Dynein transport cytoplasmic EGFP 0.5, Dynein transport nuclear GR-EGFP 0.61, Dynein transport cell count -0.041, Ins promoter up cell count 875, MT stabilizer Hoechst-high % 1.2, MT stabilizer cytotoxicity % 7.7 and Autophagy HCS cell loss 18 h 4.
CNC(=O)COC(=O)CCC(=O)c1cccs1 was read as Ins promoter up 0.38, P. falciparum M1AAP -1%, Dynein transport 0.068, M17LAP inhibition -3%, MT stabilizer 4.0, Autophagy HCS inactive, K1F lysis inhibition 0.3%, ER stress rescue -0.6%, b-catenin transl -2.0, Dynein transport cytoplasmic EGFP -0.29, Dynein transport nuclear GR-EGFP 0.7, Dynein transport cell count -0.62, Ins promoter up cell count 1222, b-catenin transl cell count 5 µM 1087, MT stabilizer Hoechst-high % 2.1, MT stabilizer cytotoxicity % 6.7 and Autophagy HCS cell loss 18 h 29.
`COc1ccc(N(C(=O)c2cccc(OC)c2OC)C2C=CS(=O)(=O)C2)c(OC)c1` (stereo unspecified) gave Ins promoter up -0.29, P. falciparum M1AAP 1%, Dynein transport -0.014, M17LAP inhibition -2%, MT stabilizer 3.9, Autophagy HCS inactive, K1F lysis inhibition 0.1%, Dynein transport cytoplasmic EGFP -0.011, Dynein transport nuclear GR-EGFP 0.54, Dynein transport cell count -0.18, Ins promoter up cell count 1216, MT stabilizer Hoechst-high % 1.6, MT stabilizer cytotoxicity % 1.7 and Autophagy HCS cell loss 18 h 7.
COc1ccc2[nH]c(=O)c(CN(CC3CCCO3)S(=O)(=O)c3ccccc3)cc2c1 (stereo unspecified) was read as Ins promoter up -0.01, P. falciparum M1AAP 3%, Dynein transport -0.5, M17LAP inhibition 0%, MT stabilizer 5.0, Autophagy HCS inactive, K1F lysis inhibition 0.6%, ER stress rescue 0.0%, b-catenin transl -0.2, Dynein transport cytoplasmic EGFP -0.26, Dynein transport nuclear GR-EGFP -0.28, Dynein transport cell count 0.38, Ins promoter up cell count 1403, b-catenin transl cell count 5 µM 1187, MT stabilizer Hoechst-high % 1.4, MT stabilizer cytotoxicity % 5.3 and Autophagy HCS cell loss 18 h 14.
Screening Cc1cc(C(=O)N2CCN(c3cccc(Cl)c3)CC2)c(C)o1 returned Ins promoter up -0.28, P. falciparum M1AAP -1%, Dynein transport -0.74, M17LAP inhibition -5%, MT stabilizer 60*, Autophagy HCS inactive, K1F lysis inhibition 1.2%, ER stress rescue -0.7%, Dynein transport cytoplasmic EGFP -0.18, Dynein transport nuclear GR-EGFP -0.21, Dynein transport cell count 0.31, Ins promoter up cell count 871, MT stabilizer Hoechst-high % 39*, MT stabilizer cytotoxicity % 64* and Autophagy HCS cell loss 18 h -3.
Cc1ccc2c(c1)-c1c(ssc1=S)C(C)(C)N2C(=O)CSc1nncn1C was read as Ins promoter up -0.33, P. falciparum M1AAP 6%, Dynein transport -0.43, M17LAP inhibition 17%, MT stabilizer 2.5, Autophagy HCS inactive, K1F lysis inhibition 0.5%, ER stress rescue -0.4%, b-catenin transl 0.1, Dynein transport cytoplasmic EGFP -0.21, Dynein transport nuclear GR-EGFP -0.22, Dynein transport cell count 0.16, Ins promoter up cell count 1241, b-catenin transl cell count 5 µM 1250, MT stabilizer Hoechst-high % 2.0, MT stabilizer cytotoxicity % 8.9 and Autophagy HCS cell loss 18 h 24.
Screening CCC1Oc2ccc(C)cc2N(CC(=O)NCc2cccs2)C1=O (stereo unspecified) returned Ins promoter up -0.97, P. falciparum M1AAP -1%, Dynein transport -1.4, M17LAP inhibition -7%, MT stabilizer 2.9, Autophagy HCS inactive, K1F lysis inhibition -0.7%, ER stress rescue -1.0%, b-catenin transl -2.1, Dynein transport cytoplasmic EGFP 0.49, Dynein transport nuclear GR-EGFP 0.032, Dynein transport cell count 5.8, Ins promoter up cell count 1314, b-catenin transl cell count 5 µM 1170, MT stabilizer Hoechst-high % 2.0, MT stabilizer cytotoxicity % 1.2 and Autophagy HCS cell loss 18 h 4.

Two records picked at random from the list so far, as already listed:
Cc1ccc(C)c(OCC(=O)Nc2ccc3c(c2)OCO3)c1C was read as P. falciparum M1AAP 1%, Dynein transport 0.34, M17LAP inhibition -1%, MT stabilizer 23*, Autophagy HCS inactive, K1F lysis inhibition 0.7%, ER stress rescue -2.6%, Dynein transport cytoplasmic EGFP -0.14, Dynein transport nuclear GR-EGFP 0.59, Dynein transport cell count 0.51, MT stabilizer Hoechst-high % 14*, MT stabilizer cytotoxicity % 25* and Autophagy HCS cell loss 18 h 29.
Cc1ccc(S(=O)(=O)N2CCC(C(=O)N[C@@H](C)C(=O)NCCc3ccccc3)CC2)cc1 was read as Ins promoter up -0.75, P. falciparum M1AAP -3%, M17LAP inhibition -18%, K1F lysis inhibition 0.6%, ER stress rescue 0.7%, b-catenin transl -2.6, Ins promoter up cell count 1068 and b-catenin transl cell count 5 µM 794.
